# DT40 TDP1 CPT = qHTS for Inhibitors of human tyrosyl-DNA phosphodiesterase 1 (TDP1): qHTS in cells in presence of CPT; chicken DT40 Tdp1-/-;hTDP1 cells + 20 nM CPT, ATP luminescence, 48 h; Potency, µM (top dose mostly 46.2 µM), inactives show top-dose activity change, negative = growth inhibition, actives largely listed as inhibitors; 420,000 tested, 12% active; AID 686979, 2013; also: nearly all actives have a fitted effect of over 55% in size
#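 Chicken DT40 Tdp1-/- cells complemented with human TDP1, 400 cells/well, exposed to compounds plus 20 nM camptothecin for at least 48 h at 37 C; viability read as ATP content by CellTiter-Glo luminescence.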
# TDP1 cell noCPT = qHTS for Inhibitors of human tyrosyl-DNA phosphodiesterase 1 (TDP1): qHTS in cells in absence of CPT. Potency, µM (titrated, usually from 46.2 µM), for inactives: at the highest dose activity change, negative = growth inhibition, usual class: inhibitors. 420,000 tested, 15% active. DT40 Tdp1-/- hTDP1 cells, no CPT, ATP luminescence, 48 h; also: nearly all actives have a fitted effect of over 55% in size
#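 Growth of hTDP1-complemented DT40 Tdp1-knockout cells is measured by ATP luminescence after at least 48 hr compound exposure at 37 °C, with DMSO substituting for the 20 nM CPT used in the parallel screen.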
# TDP1 block = qHTS Assay for Inhibitors of Tyrosyl-DNA Phosphodiesterase (TDP1). Tyrosyl-DNA phosphodiesterase 1 (Homo sapiens), Q9NUW8. recombinant TDP1, AlphaScreen DNA substrate cleavage. Potency, µM (top dose mostly 130 µM), without a hit: top-dose activity change, negative = inhibition, actives largely listed as inhibitors. 350,000 tested, 0.28% active. AID 485290, 2010; also: nearly all actives have a fitted effect of over 40% in size
# Target sequence (Q9NUW8 whole entry, looked up): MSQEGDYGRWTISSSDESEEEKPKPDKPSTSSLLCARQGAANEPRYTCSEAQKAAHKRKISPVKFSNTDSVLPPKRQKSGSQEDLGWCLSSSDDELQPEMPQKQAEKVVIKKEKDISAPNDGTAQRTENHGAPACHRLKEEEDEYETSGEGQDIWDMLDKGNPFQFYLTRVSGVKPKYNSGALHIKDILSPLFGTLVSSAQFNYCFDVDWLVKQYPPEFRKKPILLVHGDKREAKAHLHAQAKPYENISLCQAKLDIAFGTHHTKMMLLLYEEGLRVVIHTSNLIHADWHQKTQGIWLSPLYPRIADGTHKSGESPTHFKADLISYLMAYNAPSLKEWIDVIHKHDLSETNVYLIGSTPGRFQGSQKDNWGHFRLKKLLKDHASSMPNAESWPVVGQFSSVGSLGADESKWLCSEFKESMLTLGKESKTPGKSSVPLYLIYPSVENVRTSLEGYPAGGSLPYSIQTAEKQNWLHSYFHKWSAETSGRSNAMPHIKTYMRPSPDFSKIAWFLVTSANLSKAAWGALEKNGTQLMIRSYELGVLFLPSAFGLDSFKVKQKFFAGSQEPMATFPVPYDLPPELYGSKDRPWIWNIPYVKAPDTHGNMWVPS
#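 AlphaScreen read-out: signal falls as enzyme removes the 3' tyrosine-FITC from a 5'-biotinylated DNA oligo (15 nM, 5 min, RT). Enzyme was E. coli-made recombinant Tdp1 at 1 nM, exposed to compound for 15 min beforehand; beads 10 ug/ml, 10 min.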
# An asterisk follows results filed as active; u = inconclusive; x = not tested or not shown; & = joins results of further samples; [ ] = remark or other dose. Calls follow the shape of the dose curve; as a rule, active = well fitted curve in the direction sought with a large enough effect; inconclusive = small, poorly fitted or top-dose-only effect, or another doubt; inactive = no such curve, though single readings can be large; an effect the other way counts as inactive or inconclusive. % is scaled to controls: 0 for no effect and ±100 for the full control effect; potency is read from the fitted curve at half-maximal effect.
mol | TDP1 cell noCPT | DT40 TDP1 CPT | TDP1 block
C=CCN(c1cccc(C(F)(F)F)c1)S(=O)(=O)c1cccc(C(=O)OCC(=O)NC)c1 | u | u | 3%
Cc1cc(C)c2oc(C(=O)Nc3nnc(C(C)C)s3)cc(=O)c2c1 | u | u | 3%
COc1ccc(S(=O)(=O)N2CCN(CC(=O)Nc3ccccc3OC)CC2)cc1 | 26% | 9% | 0%
Cc1ccc(S(=O)(=O)N2CCCCC2CCNC(=O)C(=O)NCCc2ccco2)cc1 (stereo not given) | 4.1µM* | 2.9µM* | 5%
COc1ccc2c(c1)C1(Nc3ccccc3C(=O)N1c1ccccc1)C(=O)N2 (stereo not given) | -7% | -18% | 4%
Cc1sc(N)nc1C12CC3CC(CC(C3)C1)C2 | u | 6% | 3%
CCOc1ccccc1N1CC(c2nc3ccccc3n2CCOc2ccc(C(C)(C)C)cc2)CC1=O (stereo not given) | u | u | 10%
COc1ccc(C(=O)O/N=C2\CCCc3nonc32)cc1 | 0% | -24% | 4%
Cc1nn(C)c(C(=O)Nc2ccc(Cl)c([N+](=O)[O-])c2)c1Cl | -22% | 4% | 0%
CCN1CCCC1CNC(=O)c1cc(N)ccc1OC (stereo not given) | -1% | -5% | x
Cc1cc(C)nc(NS(=O)(=O)c2ccc(NC(=O)c3ccc(S(=O)(=O)N4CC(C)OC(C)C4)cc3)cc2)n1 (stereo not given) | -26% | -6% | 6%
CCOC(=O)C1=C(N)N(c2ccc(N3CCCCC3)cc2)C(=O)C1 | 1% | -27% | 6%
Cc1cccc(Cn2nnc3c(=O)[nH]c(C4CCCN(C(=O)c5ccc(C(C)(C)C)cc5)C4)nc32)c1 (stereo not given) | 21µM* | u | 7%
COc1ccc(C(=O)NCCc2nnc3ccc(SCC(=O)N4CCCCC4)nn23)cc1 | 9% | 25% | 6%
CSc1c(SCc2ccccc2)cnn(Cc2ccccc2)c1=O | -12% | 4% | -3%
CCCCn1c(=O)c2oc3ccccc3c2n(Cc2ccccc2C)c1=O | u | u | 5%
Cc1c(S(=O)(=O)N2CCCC(C(=O)O)C2)cnn1C (stereo not given) | -13% | 6% | -2%
Cc1cc(Nc2ccc(Br)cc2)nc(C)n1 | u | -29% | -2%
COCCCNC(=O)CC1Oc2ccccc2NC1=O (stereo not given) | 4% | -2% | 4%
CCOC(=O)C(NC(C)=O)C(=O)Nc1ccc(C(C)C)cc1 (stereo not given) | -6% | 22% | 5%
COc1ccc(NC(=O)c2ccc(COCC(F)(F)F)cc2)cc1OC | u | 2% | 6%
CCCN1C(=O)c2ccccc2NC1c1cc(OC)c(OC)c(OC)c1 (stereo not given) | -28% | -13% | 3%
CCOC(=O)N1CCN(C(=O)CSc2cc(C)nc3c(-c4ccccc4OC)c(C)nn23)CC1 | 16µM* | 23µM* | 8%
CC1CCC(NC(=O)c2ccc(CS(=O)(=O)Cc3ccccc3F)o2)CC1 (stereo not given) | u | -27% | 3%
CCCCn1c(N)c(N(CC)C(=O)c2cc3c(s2)CCCCC3)c(=O)[nH]c1=O | -7% | -16% | u
COCCNC(=O)COc1ccc(C)c(C)c1 | -9% | -15% | 2%
Nc1c(C(=O)NC2CCCC2)c2nc3ccccc3nc2n1N | 23µM* | u | 1%
Cc1ccc([N+](=O)[O-])cc1S(=O)(=O)n1ccnc1C | 18µM* | 21µM* | 6%
CC(C)N(C(=O)[C@H]1C[C@H](CC(=O)NCCCn2ccnc2)C(=O)N2CCc3c([nH]c4cc(-c5ccco5)ccc34)[C@]12C)C(C)C | -11% | -6% | 1%[56.1 µM]
CC(C)CCn1c(=O)c2sccc2n2c(CCCC(=O)NC(C)C)nnc12 | -8% | -16% | 3%

# (next part)
mol | TDP1 cell noCPT | DT40 TDP1 CPT | TDP1 block
CN(CC(=O)Nc1cccc(F)c1)C(=O)c1ccc(OCc2cn3ccccc3n2)cc1 | 15µM* | u | -18%
COC(=O)c1sccc1NC(=O)/C=C/c1ccc(Cl)cc1 | u | -29% | 2%
Cc1nc(NC(=O)c2cnccn2)ccc1Br | 11% | -6% | x
CCOC(=O)c1c(NC(=O)c2ccc(S(=O)(=O)N3CCCC(C)C3)cc2)sc2c1CC(C)(C)NC2(C)C (stereo not given) | 21µM* | 16µM* | 5%
Cc1c([N+](=O)[O-])ccc(S(=O)(=O)N2CCC(C(N)=O)CC2)c1C | -1% | -6% | 4%
Cc1ccc(SCc2cc(=O)[nH]c(N3CCN(C)CC3)n2)cc1 | 5% | -15% | 0%
N#Cc1ccc(C(=O)OCc2cccc(S(=O)(=O)N3CCOCC3)c2)cc1 | u | u | -2%
CN(C(=O)COC(=O)c1c[nH]c2ccccc12)c1ccccc1 | -19% | -10% | x
CC(=O)NNC(=O)N1Cc2ccccc2Oc2ccc(Cl)cc21 | u | -8%&-3%&2% | 0%
CNC(=O)c1[nH]cnc1C(=O)Nc1ccccc1OC | -22% | -29% | 5%
COCCNC(=O)C(NC(=O)C1CCC(C)CC1)C(C)C (stereo not given) | -5% | -2% | -2%
CC(NC(=O)COc1ccc(S(=O)(=O)N2CCCC2)cc1)c1ccccc1 (stereo not given) | -19% | 9% | 6%
CC(C)(C)c1ccc(OCC(=O)Nc2cccc(S(=O)(=O)NC3=NCCCCC3)c2)cc1 | -60% | u | 2%
CN(C)c1ccc(C2Nc3cccc4cccc(c34)N2)cc1 | 23µM* | u | x
O=C(NCc1ccccc1)c1ccc2c(c1)N(Cc1ccc(F)cc1)CCS2 | 18µM* | u | 12%
Clc1ccc(N/N=C/c2ccncc2)cc1Cl | u | -22% | 3%
COc1cccc(NC(=O)N(C)C[C@@H]2Oc3cc(Br)ccc3S(=O)(=O)N([C@@H](C)CO)C[C@H]2C)c1 | -9% | 1% | x
Cc1ccccc1N1C(S)=C(C#N)C(=O)NC1c1ccco1 (stereo not given) | 2% | -16% | -3%
CC(=O)Nc1ccc(CCCCc2ccc(NC(C)=O)cc2)cc1 | -24% | -12% | x
CCCCC[C@H](O)/C=C/C=C\C=C\C=C\[C@@H](O)[C@@H](O)CCCC(=O)O | 0%[0.628 µM] | -2%[0.628 µM] | 6%&4%
O=C(NNC(=O)c1ccc(S(=O)(=O)N2CCOCC2)cc1)c1ccccc1 | 4% | -3% | 6%
CCOc1ccc(NC(=O)CSc2nc3nc(C)c(Cc4ccccc4)c(C)n3n2)cc1 | u | u | 8%
O=C(NNc1c([N+](=O)[O-])cc(C(F)(F)F)cc1[N+](=O)[O-])c1ccco1 | 23µM* | 26µM* | 10%
CC(C)CC1NC(=O)N(CC(=O)NC2CCCCC2)C1=O (stereo not given) | -3% | 0% | -6%
CC1=C(C(=O)N2CCCCCC2)CC(CC(=O)NC(c2ccccc2)c2ccccc2)C(=O)N1CCC1=CCCCC1 (stereo not given) | 16µM* | 21µM* | x
COc1ccc(CN2C[C@@H](CO)O[C@@H](n3cnc4c(NCc5ccncc5)ncnc43)C2)cc1 | 5% | -15% | x
Cn1c(=NC(=O)c2ccccc2[N+](=O)[O-])sc2cccc(F)c21 | 3% | 3% | 6%
O=C(c1ccc(Cl)c(S(=O)(=O)N2CCCC2)c1)N1CCN(c2ccccc2F)CC1 | 16µM* | u | 0%
O=C(O)Cc1cn(-c2ccccc2)nc1-c1ccccc1 | -20% | 3% | 8%
COCCNc1nc(Oc2ccc(CC(=O)OC)cc2)c2sc(-c3ccccc3)cc2n1 | 18µM* | u | x

# Next section:
mol | TDP1 cell noCPT | DT40 TDP1 CPT | TDP1 block
COc1ccccc1NC(=O)c1ccc2nc(C)c(C)nc2c1 | -15% | -17% | 2%
COc1cc([N+](=O)[O-])ccc1-c1ccc(C(=O)Nc2ccc(NC(C)=O)cc2)o1 | u | u | -2%
COc1ccc(CNc2ccnc(-c3ccccc3OC)n2)c(OC)c1 | 23µM* | 13µM* | x
Cc1ccc(S(=O)(=O)c2ccsc2NC(=O)c2ccccc2)cc1 | u | -26% | x
COC(=O)N1CCc2c(sc(NC(=O)C3COc4ccccc4O3)c2C(N)=O)C1 (stereo not given) | 16µM* | 15µM* | 2%
CCOC(=O)C1(CC)CC(CSc2nc3ccccc3[nH]2)OC1=O (stereo not given) | u | u | 5%
O=C(c1cccc(S(=O)(=O)N2CCc3ccccc32)c1)N1CCOCC1 | u | -30% | 0%
CCc1noc(C)c1C(=O)NNC(=O)c1cc(OC)c(OC)c(OC)c1 | -18% | 12% | -5%[0.505 µM]
Cc1ccc(Cc2c(-c3ccc(C)cc3)nc3ccc(Cl)cn23)cc1 | u | u | x
Cn1c(=O)c2c(nc(N3CCN(Cc4ccccc4)CC3)n2CC(=O)c2ccccc2)n(C)c1=O | 0% | -21% | x
Cn1c(CCNC(=O)OC(C)(C)C)n[nH]c1=S | -1% | u | -4%
Cn1c(=O)c(=O)n(C)c2cc(S(=O)(=O)N3CCCC3C(=O)Nc3ccc(F)cc3)ccc21 (stereo not given) | -7%&-8% | 12%&-13% | -1%
NNc1nnc(NN)c2ccccc12 | -1% | -2% | 16%
COc1cccc2sc(N(CCN(C)C)C(=O)c3ccc(S(=O)(=O)N4CCCC4)cc3)nc12 | u | 2% | 6%
O=C(CN1CCN(S(=O)(=O)c2ccc(Br)s2)CC1)NC1CCCCC1 | -10% | u | x
O=C1c2cc(F)ccc2OC2(CCNCC2)C12CC(c1ccccc1)=NO2 (stereo not given) | u | 15µM* | 2%
COc1ccc(NC(=O)N2CCCC(c3nc(-c4ccc(F)cc4)no3)C2)cc1 (stereo not given) | -19% | -12% | -7%
Cc1[nH][nH]c(=O)c1C=Nc1ccc(C(F)(F)F)cc1 | 0% | -5% | -5%
CCCCc1nnc(NC(=O)c2cccc(S(=O)(=O)N3CCN(C)CC3)c2)s1 | -17% | -15% | 3%
Cc1ccc(S(=O)(=O)N2CCOC23CCN(C(=O)C(=O)NCc2ccccc2)CC3)cc1 | -24% | u | -12%[0.505 µM]
C[C@H]1CN([C@@H](C)CO)S(=O)(=O)c2ccc(Br)cc2O[C@@H]1CN(C)S(=O)(=O)c1ccccc1 | u | u | x
CCCC/C(C)=N/NC(=O)NC1CCCCC1 | -7% | -5% | 5%
CS(=O)(=O)N1CCN(c2ccc([N+](=O)[O-])c(NCc3ccccc3)c2)CC1 | u | u | 5%
Cc1ccccc1CN(c1ccc(C(=O)N2CCc3ccccc3C2)cc1)S(C)(=O)=O | 15µM* | 12µM* | 5%
Cc1nonc1NC(=O)N1CCCC1 | -14% | -17% | -1%
CC1Nc2ccccc2C(=O)N1NS(=O)(=O)c1ccccc1 (stereo not given) | -12% | -3% | 4%
CC1CCCN(C(=O)C(=O)Nc2ccc3nc4n(c(=O)c3c2)CCCCC4)C1 (stereo not given) | -29% | -21% | x
CCCCOCCCNC(=O)C[C@@H]1C[C@@]2(C(=O)OC)CC(C)(C)CC=C2N(Cc2cccc3ccccc23)C1=O | u | u | x
CNc1nc(C)nc(-c2ccccc2O)n1 | -26% | -14% | 0%
Cc1ccc(C(=O)NCc2ccc3c(c2)OCO3)o1 | 2% | 25% | x

# 6 entries out of the list, arranged by length of the SMILES, falling.
mol | TDP1 cell noCPT | DT40 TDP1 CPT | TDP1 block
CCCCOCCCNC(=O)C[C@@H]1C[C@@]2(C(=O)OC)CC(C)(C)CC=C2N(Cc2cccc3ccccc23)C1=O | u | u | x
Cn1c(=O)c(=O)n(C)c2cc(S(=O)(=O)N3CCCC3C(=O)Nc3ccc(F)cc3)ccc21 (stereo not given) | -7%&-8% | 12%&-13% | -1%
Cc1ccc(S(=O)(=O)N2CCOC23CCN(C(=O)C(=O)NCc2ccccc2)CC3)cc1 | -24% | u | -12%[0.505 µM]
O=C1c2cc(F)ccc2OC2(CCNCC2)C12CC(c1ccccc1)=NO2 (stereo not given) | u | 15µM* | 2%
CCc1noc(C)c1C(=O)NNC(=O)c1cc(OC)c(OC)c(OC)c1 | -18% | 12% | -5%[0.505 µM]
CC1Nc2ccccc2C(=O)N1NS(=O)(=O)c1ccccc1 (stereo not given) | -12% | -3% | 4%

# Next section.
mol | TDP1 cell noCPT | DT40 TDP1 CPT | TDP1 block
CC(=O)c1ccc(NC(=S)NC(=O)Cc2ccc(Cl)cc2)cc1 | 5% | -7% | x
CC(C)OC(=O)/C(C#N)=C\c1cccnc1 | -1% | -1% | 2%
CC(C)(CN1CCCC1)NS(=O)(=O)c1ccc(Cl)cc1 | -23% | 3% | x
COC(=O)C[C@H]1c2cc(C(F)(F)F)ccc2S(=O)(=O)N1Cc1ccccc1OC | u | u | x
COC(=O)c1cc(NC(=O)c2ccc(OC)cc2)c(=O)oc1C | 13% | -3% | -6%

# Source: PubChem BioAssay (National Center for Advancing Translational Sciences (NCATS))
